TRPC4 act: activators of mouse TRPC4 channel, primary screen, Fluo4 calcium, HEK293 TRPC4beta/mu-opioid cells; Fluo4 calcium fluorescence; active compounds read high; hit rate 0.49% among 310,000; B-score at 10 µM; Short transient receptor potential channel 4 (Mus musculus), Q9QUQ5;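 active = B-score above 5 SD of library B-scores, and initial fluorescence ratio not above library mean plus 5 SD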;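 note: positive B-score marks a calcium rise read as TRPC4 activation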
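Assay system: HEK293 cells stably co-expressing mouse TRPC4beta and mu-opioid receptor / Timing: Fluo4 dye loading 45 min at room temperature, 110 s recording / Signal: Fluo4 calcium-sensitive dye fluorescence, kinetic, 1 Hz baseline / Read-out: integrated baseline-normalised fluorescence ratio, converted to per-well B score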
TRPC4 potent: positive allosteric modulators of TRPC4, primary screen, cell-based, mouse TRPC4beta, HEK293 mu-opioid, Fluo-4 calcium; Short transient receptor potential channel 4 (Mus musculus), Q9QUQ5; DAMGO EC20, Fluo-4 Ca2+ flux; active compounds read high; B-score at 10 µM; hit rate 0.42% among 310,000; AID 2227, 2009;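 active = B-score of calcium response area above 5 SD of library B-scores, with initial fluorescence ratio within 5 SD of library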;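 note: B-score of integrated fluorescence ratio over time as area under calcium response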
ANO1 activ: TMEM16A chloride channel activators or potentiators, primary screen, cell-based, HTS; hit rate 0.3% among 340,000; Anoctamin-1 (Mus musculus), Q8BHY3; B-score at 10 µM; HEK293 TMEM16A/YFP-H148Q/I152L, iodide quench fluorescence; active compounds read low;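 active = fluorescence-ratio B-score plate-corrected deviation score at least 3 library SD below zero, with starting fluorescence score within 5 deviations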;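 note: channel opened by trigger with iodide after compound preincubation; score built on the fluorescence ratio of max minus min over baseline; more negative score means more quench and so TMEM16A activation or potentiation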
hERG rescue: hERG rescue from dofetilide block, primary screen, cell-based, CHO-hERG, FluxOR thallium flux, dofetilide IC70. dofetilide IC70 present. AID 1511, 2009. hit rate 0.51% among 310,000. Voltage-gated inwardly rectifying potassium channel KCNH2 (Homo sapiens), Q12809. activation (rescue from dofetilide block), less the hit threshold, % at 10 µM;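 active = activation above the mean of controls blocked by dofetilide plus 5 SD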;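 note: thallium influx through hERG after potassium depolarization seen as dye fluorescence rise; in these data hits start at about 4.7%; inactives centre near -7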
TMEM16A inh: TMEM16A chloride channel inhibitors, primary screen, cell-based, HTS. Anoctamin-1 (Mus musculus), Q8BHY3. HEK293 TMEM16A/YFP iodide influx fluorescence, ionomycin. normalized B-score (activity score, 25-100; higher = stronger inhibition) at 10 µM. hit rate 1.2% among 310,000. AID 588511, 2011;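 active = ratio plate-corrected score three or more library SD toward inhibition, starting fluorescence score within five deviations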;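 note: score derived from kinetic fluorescence span divided by baseline fluorescence per well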
HDAC3 inhib: HDAC3 deacetylase inhibitors, primary screen, biochemical, fluorescence, cell-free homogeneous | hit rate 0.15% among 320,000 | inhibition, % at 8.3 µM | Histone deacetylase 3 (Homo sapiens), O15379 | recombinant HDAC3, fluorogenic peptide/trypsin coupled; in the data active = inhibition above about 26%, passing the limit was not always enough; inconclusive = no clear call, values can overlap the other calls
Dyrk1A ADPGlo: rat Dyrk1A kinase inhibitors, primary screen, biochemical, single point, plate reader; hit rate 0.43% among 310,000; Dual specificity tyrosine-phosphorylation-regulated kinase 1A (Rattus norvegicus), Q63470; ADP-Glo luminescence, NFATc1 peptide; AID 504441, 2011; inhibition, % at 12.5 µM; in the data active = inhibition above about 50%;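 note: plate controls were vehicle with enzyme for no effect and no enzyme for full effect; many of its hits are not listed in these tables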
KCNQ1 inh: inhibitors of human KCNQ1 channel, primary screen, cell-based, thallium flux, high-throughput; Potassium voltage-gated channel subfamily KQT member 1 (Homo sapiens), P51787; B-score at 10 µM; AID 2642, 2010; CHO-K1 KCNQ1, FluxOR thallium flux fluorescence; active compounds read high; hit rate 1.3% among 310,000;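 active = compounds whose thallium flux B-score, printed positive for inhibition, exceeds three library SD while starting fluorescence stays within three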;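 note: channel opened by potassium depolarization with thallium stimulus after 20 min compound exposure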
Target sequence (P51787 whole entry, looked up): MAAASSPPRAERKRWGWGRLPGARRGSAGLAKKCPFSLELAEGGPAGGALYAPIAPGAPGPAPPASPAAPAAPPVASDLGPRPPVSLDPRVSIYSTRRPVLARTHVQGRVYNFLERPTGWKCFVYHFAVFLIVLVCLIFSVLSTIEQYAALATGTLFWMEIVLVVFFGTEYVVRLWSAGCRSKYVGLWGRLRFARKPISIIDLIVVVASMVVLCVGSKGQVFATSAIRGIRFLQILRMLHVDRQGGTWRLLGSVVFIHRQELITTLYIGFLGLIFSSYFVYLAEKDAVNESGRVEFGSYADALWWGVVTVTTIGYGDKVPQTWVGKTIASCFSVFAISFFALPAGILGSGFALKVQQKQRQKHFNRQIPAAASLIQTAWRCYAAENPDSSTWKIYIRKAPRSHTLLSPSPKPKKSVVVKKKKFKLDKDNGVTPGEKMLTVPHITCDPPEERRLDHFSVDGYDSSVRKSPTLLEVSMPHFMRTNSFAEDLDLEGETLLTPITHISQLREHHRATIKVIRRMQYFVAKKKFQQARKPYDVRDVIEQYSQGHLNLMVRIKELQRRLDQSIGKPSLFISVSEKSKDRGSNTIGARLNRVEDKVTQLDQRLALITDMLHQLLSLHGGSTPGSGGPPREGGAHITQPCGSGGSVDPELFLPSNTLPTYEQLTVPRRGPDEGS
KCNQ1 pot: potentiators or activators of KCNQ1 channel, primary screen, cell-based, thallium flux, high-throughput; CHO-K1 KCNQ1, thallium flux FluxOR fluorescence; active compounds read high; B-score at 10 µM; hit rate 0.35% among 310,000; AID 2648, 2010;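 active = fluorescence ratio B-score, a plate-corrected score, at least three library SD, with initial intensity B-score within 5 SD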
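Medium – assay buffer, equal DMSO in all wells · Material – CHO-K1 cell line with stable KCNQ1 potassium channel expression · Signal – kinetic FluxOR thallium fluorescence, 10-s 1-Hz baseline, 110-s post-stimulus read · Compound – single concentration per compound, DMSO matched to controls · Schedule – 37 °C overnight plating, 90-min dark dye load, 20-min compound pretreatment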
KCNK9 block: KCNK9 potassium channel inhibitors, primary screen, HEK293 cells, thallium flux | AID 488922, 2010 | hit rate 1.2% among 310,000 | B-score at 10 µM | Potassium channel subfamily K member 9 (Homo sapiens), Q9NPC2 | FluxOR thallium flux fluorescence; active compounds read low;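 active = ratio B-score over 3 SD below the library mean, with starting fluorescence within 5 SD of its mean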;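 note: negative B-score means less thallium flux so channel inhibition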
Target sequence (Q9NPC2 whole entry, looked up): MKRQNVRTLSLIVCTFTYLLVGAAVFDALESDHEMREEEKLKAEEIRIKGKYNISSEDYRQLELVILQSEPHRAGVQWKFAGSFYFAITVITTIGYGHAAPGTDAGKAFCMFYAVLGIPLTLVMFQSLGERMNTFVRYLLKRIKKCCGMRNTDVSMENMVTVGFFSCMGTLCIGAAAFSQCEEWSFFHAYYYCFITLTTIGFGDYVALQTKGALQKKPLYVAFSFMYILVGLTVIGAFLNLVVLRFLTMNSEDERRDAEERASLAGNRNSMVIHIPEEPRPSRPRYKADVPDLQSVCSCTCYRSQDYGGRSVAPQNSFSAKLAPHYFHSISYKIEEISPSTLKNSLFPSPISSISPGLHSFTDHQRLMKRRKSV
KCNK3 block: human KCNK3 channel inhibitors, primary screen, CHO cells, FluxOR thallium flux, B-score. FluxOR fluorescence; active compounds read low. B-score at 10 µM. hit rate 0.84% among 340,000. AID 602410, 2012;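 active = B-score under library mean minus 4 SD, starting fluorescence ratio at most library mean plus 5 SD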;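 note: more negative B-score means stronger inhibition of thallium flux through KCNK3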
The depositor's hits bear a star; i = inactive; u = inconclusive; x = not tested or not shown.

SMILES	TRPC4 act	TRPC4 potent	ANO1 activ	hERG rescue	TMEM16A inh	HDAC3 inhib	Dyrk1A ADPGlo	KCNQ1 inh	KCNQ1 pot	KCNK9 block	KCNK3 block
CCn1c(=S)sc2c(=O)n(CC(=O)Nc3cccc(Br)c3)c(C)nc21	i	i	i	-13	i	4	-2	i	i	i	i
O=C(CCc1nnc(CCCc2ccccc2)o1)NCCCC1CCCC1	i	i	i	-10	i	4	-4	i	i	i	i
COc1ccc(C(=O)NNc2cc(C)nc(NNC(=O)c3ccc(OC)cc3)n2)cc1	i	i	i	-4	i	8	0	i	i	i	i
CCCc1cc(C(=O)Nc2sc3c(c2C(=O)OCC)CCCC3)no1	i	i	i	-8	i	x	1	i	i	i	i
O=C(CSc1nnc(Cc2ccccc2)o1)Nc1ccccc1	i	i	i	-4	i	-1	-4	i	i	i	i
O=C1C=C(Nc2cccc(O)c2)CC(c2ccco2)C1 (centres undefined)	i	i	i	-15	i	4	43	i	i	i	i
Cc1c(NC(=O)c2ccccc2NS(=O)(=O)c2ccc(Br)cc2)c(=O)n(-c2ccccc2)n1C	i	i	i	-12	i	2	2	i	i	i	i
Cc1cc(NC(=O)CSCc2ccccc2C)no1	i	i	i	-19	i	-10	-6	i	i	i	i
Cc1cc(NC(=O)C2CCCN2C(=O)Nc2c(C)cccc2C)ccc1-n1cnnn1 (centres undefined)	i	i	i	-6	i	-3	-3	i	i	i	i
O=c1c2ccccc2cnn1-c1nc2ccccc2[nH]1	i	i	i	-11	x	x	25	i	i	i	i
CCCNc1nc2ccccc2n2c(C)nnc12	i	i	i	-3	i	-8	-1	i	i	i	i
C=CCNC(=O)c1sc(-c2ccccc2)nc1C	i	i	i	-10	i	16	-1	i	i	i	i
O=C(Cn1c(CO)nc2ccccc21)NCCc1ccc(F)cc1	i	i	i	-8	i	x	0	i	i	i	i
Cc1oc2c(c(C)cc3oc(=O)c(CC(=O)N[C@@H](C)C(=O)O)c(C)c32)c1C	i	i	i	0	i	6	-4	i	i	i	i
CCCC1CCC(=C(C#N)C(N)=O)CC1 (centres undefined)	i	i	i	-7	i	0	2	i	i	-8.8*	i
Cc1ccc(NCc2cccnc2)c(Br)c1	i	i	i	-4	i	4	-1	i	i	i	i
OC(CN1CCN(c2ccccn2)CC1)Cn1c2ccccc2c2ccccc21 (centres undefined)	i	i	i	-12	i	0	0	i	i	i	i
CCOC(=O)c1cc2c(C)n(-c3ccc(C)cc3)c(C)c2ccc1=O	i	i	i	-7	100*	2	8	i	i	i	i
COc1ccc(NC(=O)CN2C(=O)N(C)Cc3ccccc32)c(C)c1	i	i	i	-9	i	-2	-3	i	i	i	i
Cc1ccccc1-c1nc(CN2CCC(C(=O)NCCC3=CCCCC3)CC2)c(C)o1	i	i	i	-16	i	-1	1	i	i	i	i
COc1cc2c(cc1OC)C(c1cccc(Br)c1)CC(=O)N2 (centres undefined)	i	i	i	-5	i	14	5	i	i	i	i
COc1ccccc1-c1nc2ccccc2nc1-c1ccccc1OC	i	i	i	-9	i	-2	-4	i	i	i	i
CCOC(=O)C1(CCOC)CCN(Cc2nc(-c3cccs3)oc2C)CC1	i	i	i	-3	i	-7	3	i	i	i	i
CN1CCN(C(=O)c2ccc3c(c2)N(Cc2ccc(Cl)cc2)C(=O)c2ccccc2S3=O)CC1 (centres undefined)	i	i	i	-4	i	6	3	i	i	i	i
CC(=O)c1ccc(N2CCN(c3ccccc3O)CC2)c([N+](=O)[O-])c1	i	i	i	-12	i	-1	0	i	i	i	i
CCn1cc(C(C)NC(=O)Nc2ccc3c(c2)OCO3)c(C)n1 (centres undefined)	i	i	i	-18	i	9	1	i	i	i	i
CC(=O)Oc1ccc(/C=C(\NC(=O)c2ccco2)C(=O)NCc2ccco2)cc1	i	i	i	-3	i	-1	-1	i	i	i	i
CCC(=O)c1ccc(O)c(CC=C(C)C)c1	i	i	i	-10	i	8	1	i	i	i	i
CCOc1ccccc1C1C(C#N)=C(N)Oc2n[nH]c(CC)c21 (centres undefined)	i	i	i	-7	i	-4	-9	i	i	i	i
CN(CCC#N)C(=O)c1cc2c(Cl)nc3ccccc3c2s1	i	i	i	-6	i	1	6	i	i	i	i

Single records, from the list above:
Shown for `CC(=O)Oc1ccc(/C=C(\NC(=O)c2ccco2)C(=O)NCc2ccco2)cc1` → TRPC4 act: i; TRPC4 potent: i; ANO1 activ: i; hERG rescue: -3; TMEM16A inh: i; HDAC3 inhib: -1; Dyrk1A ADPGlo: -1; KCNQ1 inh: i; KCNQ1 pot: i; KCNK9 block: i; KCNK3 block: i
Shown for `CCn1cc(C(C)NC(=O)Nc2ccc3c(c2)OCO3)c(C)n1` (centres undefined) → TRPC4 act: i; TRPC4 potent: i; ANO1 activ: i; hERG rescue: -18; TMEM16A inh: i; HDAC3 inhib: 9; Dyrk1A ADPGlo: 1; KCNQ1 inh: i; KCNQ1 pot: i; KCNK9 block: i; KCNK3 block: i

Next part:
SMILES	TRPC4 act	TRPC4 potent	ANO1 activ	hERG rescue	TMEM16A inh	HDAC3 inhib	Dyrk1A ADPGlo	KCNQ1 inh	KCNQ1 pot	KCNK9 block	KCNK3 block
COc1ccc(C2=NN(C(=O)c3ccccc3)C(c3ccccc3)C2)c(O)c1 (centres undefined)	i	i	i	-4	i	6	-5	i	i	i	i
O=C(O)CC/C(=N/NC(=O)CNC(=O)Cc1ccc(Cl)cc1)c1ccccc1	i	i	i	-6	i	x	-4	i	i	i	i
O=C(c1ccoc1)N1CCC2(CC1)Oc1ccc(F)cc1C(=O)C21CC(c2ccc(Cl)cc2)=NO1 (centres undefined)	i	i	i	-6	i	12	5	i	i	i	i
COc1cccc(Nc2ncc(C#N)c(N)n2)c1	i	i	i	-3	i	-2	14	i	i	i	i
COc1ccc(NC(=S)NC(=O)c2ccc(Br)o2)cc1	i	i	i	9.4*	i	x	2	i	17*	i	i
CC(=O)c1cc2c(cc1NC(=O)C1CCC1)OCO2	i	i	i	-7	i	2	2	i	i	i	i
Cc1ccsc1C=Nc1ccc(O)cc1	i	i	i	-20	i	-1	6	i	i	i	i
O=C(CSc1nc2ccccc2s1)NCc1ccc2c(c1)OCO2	i	i	i	-10	i	4	8	i	i	i	i
CC(=O)c1ccc(N2CCN(C(=O)Nc3ccc(C(C)C)cc3)CC2)cc1	i	i	i	-7	100*	-4	5	i	i	i	i
O=C(c1ccc(C#CC2(O)CCCCC2)cc1)N1CCN(Cc2ccccc2)CC1	i	i	i	-9	i	-1	-5	i	i	i	i
COc1ccccc1N1CCN(C2CCCN(C(=O)c3ccoc3)C2)CC1 (centres undefined)	i	i	i	-7	i	1	-3	i	i	i	i
COc1cc(C(=O)NNC(=O)c2cc(=O)[nH]c3ccccc23)cc(OC)c1OC	i	i	i	-20	i	-3	1	i	i	i	i
CCN(CC)CCNC(=O)c1ccc(NC(=O)Cc2cccc3ccccc23)cc1	i	i	i	-10	i	2	-3	i	i	i	i
CCc1ccc(-n2nnnc2SCC(=O)Nc2ccc(NC(C)=O)cc2)cc1	i	i	i	-7	i	-4	x	i	i	i	i
COc1ccccc1CNC(=O)COC(=O)C1CCN(S(=O)(=O)c2ccccc2)CC1	i	i	i	-16	i	x	-1	i	i	i	i
COc1ccc(CC(=O)N2CCN(c3cccc(C)c3C)CC2)cc1	i	i	i	-9	i	2	-1	i	i	i	i
CCOc1ccc(N(CC(=O)Nc2ccccc2OC)S(=O)(=O)c2ccccc2)cc1	i	i	i	-5	i	17	x	i	i	i	i
Cc1cccc(Oc2cc(NC(=O)Cn3cnc([N+](=O)[O-])n3)cc([N+](=O)[O-])c2)c1	x	x	i	x	i	u	-4	x	x	x	i
CC(CN(C)C)CN1c2ccccc2CCc2ccccc21 (centres undefined)	i	i	i	-3	i	0	4	i	i	i	i
Cc1ccc(C(=O)NC(=S)Nc2ccc(N3CCOCC3)cc2)c(C)c1	i	i	i	-9	i	10	-1	i	i	i	i
O=C(CCN1C(=O)c2ccncc2C1=O)NCc1ccc(Cl)cc1	i	i	i	-5	i	-3	5	i	i	i	i
CC(Sc1nnc2ccccn12)C(=O)NCc1ccc2c(c1)OCO2 (centres undefined)	i	i	i	-10	i	-4	9	i	i	i	i
COc1ccc(S(=O)(=O)N/N=C\c2ccc([N+](=O)[O-])o2)c(OC)c1	i	i	i	-9	i	4	x	i	i	i	i
CC1CCC(NC(=O)c2ccc(CS(=O)(=O)Cc3ccccc3F)o2)CC1 (centres undefined)	i	i	i	-10	i	-15	-5	i	i	i	i
CSc1ccccc1NC(=O)COC(=O)CCc1ccccc1	i	i	i	-5	i	-3	1	i	i	i	i
CC(=O)NS(=O)(=O)c1ccc(NC(=S)NC(=O)C(C)(C)C)cc1	i	i	i	-12	i	-1	3	i	i	i	i
CCCS(=O)(=O)N1CCN(C(=O)c2ccco2)CC1	i	i	i	-7	i	-1	-2	i	i	i	i
Cc1nc2sc(C(c3cccs3)N3CC(C)CC(C)C3)c(O)n2n1 (centres undefined)	i	i	i	-5	i	14	6	i	i	i	i
CC(=O)C1=C(O)C(=O)N(CCC(=O)O)C1c1ccc(Cl)cc1Cl (centres undefined)	i	i	i	2	i	-2	2	i	i	i	i
O=C(CSc1nc(-c2ccccc2)cs1)NC(=O)NCc1ccco1	i	i	i	-3	i	5	-5	i	i	i	i
OCCC1CN(Cc2cccc(O)c2)CCN1CCc1ccccc1 (centres undefined)	i	i	i	-7	i	5	3	i	i	i	i
O=C(O)/C=C\C(=O)Nc1ccc(OC(F)F)cc1	i	i	i	-3	i	2	-6	i	i	i	i
CC1CCCCN1CCNC(=O)CN1C(=O)CSc2ccc(S(=O)(=O)N3CCCCC3)cc21 (centres undefined)	i	i	i	-3	i	1	0	i	i	i	i

High-throughput results: PubChem, several laboratories

This is a subset; the hit share may differ from the screen's.
